Source: PubChem (several laboratories)
PMI activator – activators of human PMI, primary screen, biochemical, fluorescence intensity, near-Km mannose 6-phosphate; 190,000 compounds, 0.005% hits; Mannose-6-phosphate isomerase (Homo sapiens), P34949; purified human PMI, coupled resazurin fluorescence, 20 min; stronger effect = higher value; 1 = vehicle control, 0 substrate-free wells; activation factor at 20 µM;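 active = activation factor of 2 or more at 20 µM, relative to plate controls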
Target sequence (P34949 whole entry, looked up): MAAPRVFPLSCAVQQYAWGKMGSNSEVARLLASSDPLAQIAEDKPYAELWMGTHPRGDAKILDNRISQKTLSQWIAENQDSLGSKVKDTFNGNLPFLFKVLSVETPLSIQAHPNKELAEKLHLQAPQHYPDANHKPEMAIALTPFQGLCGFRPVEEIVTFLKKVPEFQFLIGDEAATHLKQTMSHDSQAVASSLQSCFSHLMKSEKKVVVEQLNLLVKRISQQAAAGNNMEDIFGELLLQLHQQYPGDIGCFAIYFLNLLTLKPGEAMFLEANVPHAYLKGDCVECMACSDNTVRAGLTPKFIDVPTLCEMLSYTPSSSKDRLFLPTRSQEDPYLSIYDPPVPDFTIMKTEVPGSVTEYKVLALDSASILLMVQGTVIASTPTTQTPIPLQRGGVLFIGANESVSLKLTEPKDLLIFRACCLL
APP 5'UTR act – activators of APP 5'UTR luciferase reporter, primary screen, SH-SY5Y cells. 190,000 compounds, 1% hits. activation, % at 2 µM. SH-SY5Y APP 5'UTR luciferase reporter, luminescence; zero percent = DMSO vehicle wells. AID 1276, 2008;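 active = activation above a set limit, based on mean plus 3 SD of controls, cut at about 140% in these data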; also: values of inactives mirror those of a sister screen read the other way
PMI act hi M6P – human PMI activators, high substrate, primary screen, biochemical, fluorescence intensity, near-saturating mannose 6-phosphate; Mannose-6-phosphate isomerase (Homo sapiens), P34949; coupled PMI enzyme assay, resazurin fluorescence, 20 min; stronger effect = higher value; 1 = untreated enzyme, 0 = substrate-free blank; 190,000 compounds, 0.34% hits; activation factor at 20 µM;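 active = activation factor of 2 or more at 20 µM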
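Test system: Human PMI in coupled enzyme assay | Input: 15 ng/mL PMI | Medium: HEPES-buffered pH 7.4 with magnesium and detergent | Compound: One concentration, 20 µM, in 1% DMSO | Incubation: Enzyme reaction with compound 20 min at room temperature | Detection: Diaphorase-driven resazurin-to-resorufin fluorescence, excitation 544, emission 590 nm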
FLuc inh counter – firefly luciferase enzyme inhibitors, primary screen, artefact control for luciferase-based inhibitor screens, biochemical, luminescence, ATPLite. 10 min. inhibition, % at 10 µM. 200,000 compounds, 1.5% hits. AID 1006, 2008;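 active = inhibition above about 50% when tested at 10 µM, limit read from the data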
Target sequence (P08659 whole entry, looked up): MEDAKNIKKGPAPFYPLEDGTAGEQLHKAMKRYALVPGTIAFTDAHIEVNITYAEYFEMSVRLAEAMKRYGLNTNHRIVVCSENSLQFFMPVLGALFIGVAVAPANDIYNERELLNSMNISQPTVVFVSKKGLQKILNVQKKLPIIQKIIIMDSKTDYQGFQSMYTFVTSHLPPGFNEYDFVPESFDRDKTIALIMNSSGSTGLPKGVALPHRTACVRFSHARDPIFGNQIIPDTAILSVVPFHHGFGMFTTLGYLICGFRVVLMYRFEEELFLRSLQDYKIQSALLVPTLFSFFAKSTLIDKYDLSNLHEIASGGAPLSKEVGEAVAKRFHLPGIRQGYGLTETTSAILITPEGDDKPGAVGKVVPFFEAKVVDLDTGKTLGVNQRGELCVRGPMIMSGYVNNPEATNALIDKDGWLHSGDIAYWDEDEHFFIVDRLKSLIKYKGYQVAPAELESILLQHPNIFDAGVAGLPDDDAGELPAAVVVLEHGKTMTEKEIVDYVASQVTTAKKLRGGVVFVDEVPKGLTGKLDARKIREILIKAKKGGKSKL
TNAP act hiacc – TNAP activators at high phosphate acceptor level, primary screen, biochemical, luminescence, uHTS; 200,000 tested, under 10 active; Alkaline phosphatase, tissue-nonspecific isozyme (Homo sapiens), P05186; activation factor at 20 µM; purified TNAP, CDP-star luminescence, 1 M DEA, 30 min; stronger effect = higher value; 0 = EDTA background, 1 = DMSO-only activity; AID 1136, 2008;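 active = activation factor at least 2 at 20 µM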
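Control set: EDTA negative control, DMSO positive control / Assay system: human TNAP / Quantity: TNAP 1/800 final / Evaluation: TNAP activation factor scaled between EDTA and DMSO control wells / Measured by: luminescent substrate turnover signal / Compound dosing: one dose, 20 µM / Times: 30 min enzyme reaction at room temperature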
TNAP inh noacc – human TNAP enzyme inhibitors, primary screen, biochemical, luminescent, no phosphate acceptor, uHTS. Alkaline phosphatase, tissue-nonspecific isozyme (Homo sapiens), P05186. inhibition, % at 20 µM. purified TNAP, CDP-star luminescence, 30 min. 200,000 compounds, 0.26% hits. AID 1012, 2008;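 active = tissue-nonspecific alkaline phosphatase inhibition above about 50% at 20 µM in the single-dose screen, limit read from the data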;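 also: 0% = DMSO negative control and 100% = EDTA positive control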
bIAP act – bovine intestinal alkaline phosphatase activators, primary screen, biochemical, bovine IAP, CDP-star luminescence. alkaline phosphatase, intestinal [Bos taurus]. purified bovine IAP, 30 min; stronger effect = higher value; fold of DMSO-control signal, blank-subtracted. activation factor at 20 µM. AID 1016, 2008. 200,000 compounds, 0.17% hits;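 active = activation factor of 2 or more at 20 µM, a signal rise over negative controls twice the positive control's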
NF-kB neuron act – activators of NF-kB expression in neurons, primary screen, cell-based, HTS; fold change at 12.5 µM; human neuronal cells, NF-kB reporter expression; stronger effect = higher value; 190,000 compounds, 1.6% hits; in the data active = fold change above about 3.3
FLuc stim CS – FLuc activators, initial screening, artefact control for FLuc-dependent activation tests, biochemical, ATPlite luminescence | Luciferin 4-monooxygenase (Photinus pyralis), P08659 | ATPlite luciferase biochemical, 10 min; 0 = ATP-free wells, 1 = DMSO control | activation factor at 10 µM | 200,000 tested, under 10 active | AID 1027, 2008;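 active = luciferase activation factor, scaled between plate controls, of at least 2 with compound at 10 µM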
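assay system = Luciferase/luciferin detection reagent, cell-free biochemical luciferase assay | also added = ATP substrate | times = 10 min post-reagent at room temperature | measured by = luminescence from luciferase reaction | measure = luciferase activation, seen as luminescence increase over controls | benchmarks = low control with PBS replacing ATP, high control enzyme plus ATP without compound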
TNAP inh hiacc – human TNAP enzyme inhibitors, primary screen, biochemical, luminescent, high phosphate acceptor level, uHTS; 200,000 compounds, 0.03% hits; purified TNAP, CDP-star luminescence, 1 M DEA; Alkaline phosphatase, tissue-nonspecific isozyme (Homo sapiens), P05186; AID 1135, 2008; inhibition, % at 20 µM;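 active = over 50% inhibition of tissue-nonspecific alkaline phosphatase at 20 µM in the single-dose screen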;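 also: plate controls were DMSO wells for no effect and EDTA-quenched wells as full inhibition for full effect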
Active calls of the source: *; nt = no result given.

SMILES | PMI activator | APP 5'UTR act | PMI act hi M6P | FLuc inh counter | TNAP act hiacc | TNAP inh noacc | bIAP act | NF-kB neuron act | FLuc stim CS | TNAP inh hiacc
Cc1cccc(/C(N)=N/OC(=O)Cc2ccccc2)c1 | 0.9 | 46 | 1 | 12 | 1 | -7 | 1.1 | 1.8 | 0.9 | -2
CCCNC(=O)COC(=O)c1ccc(S(=O)(=O)N2CCCCCC2)cc1 | 1 | 5 | 1 | -7 | 1.1 | -10 | 0.9 | 1.1 | 1.1 | -7
CC(=O)NC(Cc1c[nH]c2ccccc12)C(=O)OCC(=O)Nc1ccc2c(c1)OCO2 (stereo not given) | 1 | -4 | 1 | -1 | 1 | -7 | 0.9 | 1.1 | 1 | -1
Cc1onc(-c2ccccc2)c1C(=O)OCC(=O)Nc1ccc2c(c1)OCO2 | 1 | 0 | 1 | -7 | 1 | -10 | 0.9 | 0.78 | 1.1 | -4
COc1ccc(OC)c(C2CC(=O)c3c([nH]c(C(=O)OCC4CCCO4)c3C)C2)c1 (stereo not given) | 0.9 | -3 | 0.9 | -3 | 1.1 | -11 | 0.9 | 0.56 | 1 | -5
O=C(Nc1ccccc1F)c1ccco1 | 1.1 | 13 | 1.1 | -2 | 1 | -12 | 0.9 | 0.96 | 1 | -3
COc1cc(/C=N/NC(=O)c2cccc([N+](=O)[O-])c2)cc(OC)c1O | 1 | -2 | 0.8 | -2 | 1 | 1 | 1 | 0.99 | 1 | 3
Cc1nn(C)cc1S(=O)(=O)N1CCCC(C(=O)O)C1 (stereo not given) | 1.1 | 4 | 1 | -1 | 1 | -2 | 0.9 | 1 | 1 | 0
CCOc1ccccc1NC(=O)c1ccc(Cl)c(NC(=O)CC(c2ccccc2)c2ccccc2)c1 | 0.9 | 5 | 0.9 | -4 | 1.1 | -8 | 0.8 | 1.1 | 1 | -5
CCCCn1c(N)c(N(CC(C)C)C(=O)CN(C)Cc2cccc(OC)c2)c(=O)[nH]c1=O | 0.9 | -4 | 1 | -4 | 1 | -3 | 1 | 0.83 | 1 | -2
O=C(CN(c1ccc(Cl)c(Cl)c1)S(=O)(=O)c1ccccc1)N1CCc2ccccc2C1 | 0.9 | 6 | 0.9 | -8 | 1.1 | -10 | 0.9 | 0.83 | 1.1 | -8
COC(=O)c1ccccc1NC1=C/C(=N\S(=O)(=O)c2cccs2)c2ccccc2C1=O | 1 | -18 | 1.3 | 10 | 0.8 | 13 | 0.7 | 0.6 | 0.9 | 16
O=C(NN=C1CCCCCC1)c1cc(-c2ccccc2)nc2ccccc12 | 1 | 0 | 1 | 1 | 1 | -2 | 1.1 | 0.79 | 1 | 0
COC(=O)COc1cccc(-n2cnnn2)c1 | 1 | 1 | 0.9 | -4 | 1.1 | -14 | 0.9 | 1.1 | 1 | -11
CN(C)c1cccc(C(=O)NNC(=S)NC2CCCC2)c1 | 1.2 | 31 | 1.1 | 1 | 1.1 | -160 | 1.4 | 1.2 | 1 | -6
O=C(NC(=S)Nc1cc(Cl)ccc1N1CCOCC1)c1ccc(-c2cccc(Cl)c2)o1 | 1 | 8 | 1 | -5 | 1 | -3 | 0.9 | 1.2 | 1.1 | 1
CC1CN(S(=O)(=O)c2ccc(-c3nc4ccccc4s3)cc2)CC(C)O1 (stereo not given) | 1.1 | -6 | 1.1 | 4 | 1 | -6 | 1 | 1 | 1 | 0
Cn1cnc([N+](=O)[O-])c1Sc1ccccc1 | 0.9 | 12 | 1 | -2 | 1 | -6 | 0.9 | 1.7 | 1 | -1
CCN(c1ccccc1)S(=O)(=O)c1cc(C(=O)O)ccc1C | 1 | 12 | 1 | -6 | 1 | -12 | 0.8 | 0.94 | 1.1 | -2
CCc1nc(C)ccc1OC(=O)C12CC3CC(CC(C3)C1)C2 | 1.1 | 26 | 1.1 | -4 | 1 | 0 | 1 | 1 | 1 | 1

Reformatted: entries from further up.
Compound: Cc1nn(C)cc1S(=O)(=O)N1CCCC(C(=O)O)C1 (stereo not given)
- PMI activator: 1.1
- APP 5'UTR act: 4
- PMI act hi M6P: 1
- FLuc inh counter: -1
- TNAP act hiacc: 1
- TNAP inh noacc: -2
- bIAP act: 0.9
- NF-kB neuron act: 1
- FLuc stim CS: 1
- TNAP inh hiacc: 0

Compound: CCOc1ccccc1NC(=O)c1ccc(Cl)c(NC(=O)CC(c2ccccc2)c2ccccc2)c1
- PMI activator: 0.9
- APP 5'UTR act: 5
- PMI act hi M6P: 0.9
- FLuc inh counter: -4
- TNAP act hiacc: 1.1
- TNAP inh noacc: -8
- bIAP act: 0.8
- NF-kB neuron act: 1.1
- FLuc stim CS: 1
- TNAP inh hiacc: -5

Additional entries follow.
SMILES | PMI activator | APP 5'UTR act | PMI act hi M6P | FLuc inh counter | TNAP act hiacc | TNAP inh noacc | bIAP act | NF-kB neuron act | FLuc stim CS | TNAP inh hiacc
O=C(Nc1ccccc1)c1cnc2ccccc2n1 | 0.9 | 51 | 0.9 | 31 | 1 | -3 | 1.1 | 1.1 | 0.7 | 2
O=C(CCc1ccccc1)N1CCN(c2ccc(F)cc2)CC1 | 0.9 | 5 | 0.9 | -6 | 1.1 | -7 | 1.1 | 1.2 | 1.1 | -5
CN1C(=O)/C(=C/c2cn(CC(=O)N3CCCCC3)c3ccccc23)c2ccccc21 | 0.9 | -6 | 0.9 | -8 | 0.9 | 15 | 0.6 | 0.34 | 1.1 | 8
Cc1ccc(NC(=O)CCl)c(C)c1 | 1.2 | -5 | 1.1 | 5 | 1 | -11 | 1.1 | 1.1 | 1 | -1
O=C(CNC(=O)c1cccs1)NCC(=O)OCc1ccccc1Br | 1 | 6 | 0.9 | 3 | 1 | -8 | 0.9 | 0.95 | 1 | -4
COc1ccc(NC(=O)NCCc2cccc(Cl)c2)cc1OC | 0.8 | 16 | 0.8 | -1 | 1 | -11 | 1.1 | 1.3 | 1 | -4
COc1ccc(Nc2nnc(SCC(=O)Nc3ccc4[nH]c(=O)[nH]c4c3)s2)cc1 | 1.2 | -9 | 1.1 | 24 | 1 | -8 | 1.2 | 1.1 | 0.8 | 0
CCCC(=O)Nc1nnc(-c2ccc(Cl)s2)o1 | 1 | nt | 1 | 0 | 1 | -15 | 0.9 | 1.3 | 1 | -2
Cc1ccccc1C(=O)c1c[nH]c(C(=O)NCc2cccs2)c1 | 1 | -1 | 1.1 | -1 | 1 | -8 | 0.9 | 1 | 1 | -4
Cc1ccc2c(CN3CCN(S(=O)(=O)c4ccc5c(c4)OCCO5)CC3)cc(=O)oc2c1C | 1 | 4 | 1 | -13 | 1.1 | 5 | 0.9 | 0.56 | 1.1 | -9
Cc1nc(CC(=O)NNS(=O)(=O)c2ccc3ccccc3c2)cs1 | 0.8 | 0 | 0.8 | -5 | 1 | -7 | 0.7 | 1 | 1 | -2
CN(CCO)c1ncnc2nc[nH]c12 | 1.1 | -8 | 1.2 | -2 | 1 | 7 | 0.9 | 0.96 | 1 | -2
Cc1cccc(N2CC(C(=O)Nc3ccc4c(c3)OCO4)CC2=O)c1C (stereo not given) | 1 | -10 | 1 | -10 | 1 | -5 | 1 | 0.91 | 1.1 | -2
CC(C)c1ccccc1NC(=O)COC(=O)c1cc(=O)[nH]c(=O)[nH]1 | 1.1 | 13 | 1.1 | -7 | 1.1 | -11 | 1 | 0.95 | 1.1 | -8
CC(=O)Nc1ccc(S(=O)(=O)N(C)CC(=O)OCC(=O)c2cc(C)n(-c3ccc4c(c3)OCO4)c2C)cc1 | 0.8 | 33 | 0.7 | -7 | 1 | 5 | 0.6 | 1.1 | 1.1 | -3
COc1ccc2c(c1)CCc1c(C(=O)NCCCn3ccnc3)noc1-2 | 0.7 | 4 | 0.7 | 0 | 1 | 11 | 1 | 1.4 | 1 | 0
CCOc1ccc(N=Nc2cc(C(C)C)ccc2O)cc1 | 1 | -11 | 1 | -5 | 0.9 | 7 | 0.7 | 1.5 | 1 | 12
Nc1nc(COc2ccc(F)cc2Cl)nc(N2CCCCC2)n1 | 1 | 7 | 1 | 0 | 1 | -12 | 1.1 | 0.72 | 1 | -1
Cc1ccc(NC(=O)c2ccc(-n3cccn3)c([N+](=O)[O-])c2)cc1 | 0.9 | 12 | 0.9 | -8 | 1 | -4 | 0.9 | 1.2 | 1.1 | -2
CCN(CC)C(=O)Cn1c(=O)n(C)c2ccccc21 | 1 | 3 | 1 | -3 | 1.1 | -14 | 0.9 | 1.1 | 1 | -12
CCCCN1C(=S)NC[C@@H]1Cc1ccccc1 | 1 | 11 | 1.1 | -9 | 1.1 | -4 | 0.7 | 0.91 | 1.1 | -6
COC(=O)C(NS(=O)(=O)c1ccccc1Cl)c1ccccc1 (stereo not given) | 1 | 3 | 1 | -10 | 1 | -4 | 1 | 1.2 | 1.1 | -4
Cc1c(C(=O)O)nnn1-c1ccccc1 | 0.9 | 1 | 1 | 0 | 1 | -9 | 0.9 | 1.1 | 1 | -3
CSc1ccccc1N=Cc1nc(-c2ccccc2)oc1O | 1 | 7 | 1 | 5 | 1 | 1 | 0.9 | 1.9 | 0.9 | 0
CSc1ccc(CNc2nnnn2C)cc1 | 0.8 | -1 | 0.9 | -2 | 1 | -3 | 1.1 | 1 | 1 | -3
CC1CN(S(=O)(=O)c2ccc(C(=O)Nc3ccc(S(=O)(=O)Nc4nccs4)cc3)cc2)CC(C)O1 (stereo not given) | 0.9 | 1 | 0.9 | -3 | 1 | 2 | 0.9 | 1.1 | 1 | 4
Nc1cccc2[nH]c(C(F)(F)F)nc12 | 1.1 | 30 | 0.8 | -3 | 1 | -15 | 1.1 | 1.1 | 1 | -4
CCOC(=O)CSC(=S)NC(=O)c1ccc(OC)cc1 | 1.1 | -6 | 1.1 | 13 | 1 | -40 | 0.9 | 1.1 | 0.9 | 3
Cc1ccc(-c2csc(NC(=O)CSc3nc4ccccc4c(=O)n3CCCN(C)C)n2)cc1 | 0.8 | 5 | 0.9 | -2 | 1 | -15 | 1 | 0.99 | 1 | -1
O=C1C(SC(F)(F)C(F)F)=C(C(F)(F)F)OC2C3C=CC(C3)C12 (stereo not given) | 1.2 | 11 | 1.2 | -2 | 1 | -5 | 1 | 1 | 1 | 1
Nn1cc(-c2ccccc2)nc1SCC(=O)NCCN1C(=O)CSC1=O | 1 | 6 | 0.9 | -4 | 1 | -11 | 0.9 | 1.1 | 1 | -2
